# EBV gp42 block – Epstein-Barr virus gp42 inhibitors, primary screen, biochemical, uHTS, fluorescence polarization. Glycoprotein 42 (Epstein-Barr virus (strain AG876)), Q1HVG2. Fluorescence polarization binding assay, mP read-out. inhibition, % (tested at 21.74 µM). 220,000 tested, 0.42% active. AID 1085, 2008; in the data active means inhibition above about 50%
# Target sequence (Q1HVG2 whole entry, looked up): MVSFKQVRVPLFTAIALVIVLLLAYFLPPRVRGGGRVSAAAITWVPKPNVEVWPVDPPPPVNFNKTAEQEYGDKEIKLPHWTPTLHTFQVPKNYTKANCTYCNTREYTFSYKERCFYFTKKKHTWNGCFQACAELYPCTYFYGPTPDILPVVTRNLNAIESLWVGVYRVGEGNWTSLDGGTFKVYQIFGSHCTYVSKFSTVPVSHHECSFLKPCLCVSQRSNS
# TbHK1 inh – Trypanosoma brucei hexokinase 1 inhibitors, primary screen, biochemical, G6PDH-coupled NADH absorbance, MLSCN library; inhibition, % at 10 µM; hexokinase 1 [Trypanosoma brucei]; recombinant TbHK1, G6PDH-coupled NADH A340; 220,000 tested, 0.11% active;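 active means inhibition of 50% or more in the single-dose primary screen; inactive means inhibition below 50%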
# Runt-SMMHC FRET – inhibitors of RUNX1 Runt–CBFb-SMMHC binding, primary screen, biochemical, FRET, Cerulean-Runt, Venus-CBFb-SMMHC, uHTS | 220,000 tested, 0.74% active | Runt-related transcription factor 1 (Homo sapiens) + Core-binding factor subunit beta … | inhibition, % at 20 µM | Cerulean-Runt/Venus-CBFb-SMMHC FRET ratio 530/480, 1 h | AID 1434, 2008;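 active means mean inhibition across duplicate retests at 20 µM reaching about 50%, limit read from the data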;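 further: 0% = DMSO wells and 100% = wells with excess untagged CBFb-SMMHC; inhibitors lower the FRET ratio by blocking Runt binding to CBFb-SMMHC; some results filed as inactive read as strong as hits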
# Target sequence (Q01196 whole entry, looked up): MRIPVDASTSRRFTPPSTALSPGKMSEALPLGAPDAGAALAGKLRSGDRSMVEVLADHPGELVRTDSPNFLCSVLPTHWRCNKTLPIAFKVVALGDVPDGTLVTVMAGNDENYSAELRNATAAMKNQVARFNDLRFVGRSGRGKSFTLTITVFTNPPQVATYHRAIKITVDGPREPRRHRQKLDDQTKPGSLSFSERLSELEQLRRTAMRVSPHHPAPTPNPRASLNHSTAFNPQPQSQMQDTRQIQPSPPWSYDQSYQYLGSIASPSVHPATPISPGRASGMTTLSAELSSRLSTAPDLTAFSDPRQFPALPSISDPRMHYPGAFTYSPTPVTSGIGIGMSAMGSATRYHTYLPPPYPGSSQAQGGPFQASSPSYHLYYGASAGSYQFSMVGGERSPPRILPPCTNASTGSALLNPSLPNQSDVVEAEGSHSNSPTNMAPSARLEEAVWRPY
# Target sequence (Q13951 whole entry, looked up): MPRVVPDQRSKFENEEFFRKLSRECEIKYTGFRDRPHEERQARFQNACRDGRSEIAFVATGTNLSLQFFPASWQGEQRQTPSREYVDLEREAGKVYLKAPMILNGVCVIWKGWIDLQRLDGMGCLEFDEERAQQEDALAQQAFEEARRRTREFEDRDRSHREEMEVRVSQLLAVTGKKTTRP
# Calpain2 inh – inhibitors of pig calpain II, primary screen, biochemical, fluorogenic peptide substrate, 1536-well; purified calpain II, 30 min; inhibition, % at 16 µM; 220,000 tested, 0.37% active; AID 1236, 2008;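 active means inhibition above about 50%, limit read from the data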
# p97 ATPase inh – inhibitors of human p97 ATPase, primary screen, biochemical | Transitional endoplasmic reticulum ATPase (Homo sapiens), P55072 | recombinant p97 ATPase, Kinase-Glo ATP luminescence, 3 h | inhibition, % at 8 µM | 220,000 tested, 0.42% active | AID 1481, 2009; in the data active means inhibition above about 15%;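 further: 0% = DMSO vehicle and 100% = wells lacking enzyme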
# Runt-CBFb FRET – inhibitors of RUNX1 Runt–CBFb binding, primary screen, biochemical, FRET, Cerulean-Runt, Venus-CBFb, uHTS; Runt-related transcription factor 1 (Homo sapiens) + Core-binding factor subunit beta …; Cerulean-Runt/Venus-CBFb FRET ratio 530/480, 1 h; inhibition, % at 20 µM; 220,000 tested, 0.46% active; AID 1496, 2009;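 active means inhibition over about 50% at 20 µM in the single-dose screen, limit read from the data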;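 further: 0% = DMSO wells and 100% = excess unlabeled CBFb competitor control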
#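 Assay system: Cerulean-tagged RUNX1 Runt domain (FRET donor) fusion protein / Amount: 100 nM each of Venus-CBFb and Cerulean-Runt domain / Medium: Tris buffer pH 7.5 with salts and BSA / Also added: Venus-CBFb 100 nM / Schedule: 1 h complex formation plus 1 h compound treatment, room temperature / Signal: FRET fluorescence / Read-out: loss of energy transfer signal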
# p47phox inh – p47phox/p22phox peptide binding inhibitors, primary screen, biochemical, uHTS, NADPH oxidase regulatory subunit; Neutrophil cytosol factor 1 (Homo sapiens), P14598; fluorescence polarization, 2 h; inhibition, % at 24.7 µM; 220,000 tested, 0.53% active;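 active means inhibition above about 30%, limit read from the data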;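 further: 0% = p47phox with labelled peptide and 100% = labelled peptide alone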
# Furin inh – human furin inhibitors, primary screen, biochemical, fluorescence intensity; purified furin, fluorogenic substrate cleavage; inhibition, % at 30 µM; 220,000 tested, 0.061% active; AID 463115, 2010; in the data active means inhibition above about 25%; further: inactives centre near -15
# RBBP9 inh – human RBBP9 inhibitors, primary screen, biochemical, fluorescence polarization, FP-Rh probe, HTS | Serine hydrolase RBBP9 (Homo sapiens), O75884 | recombinant RBBP9 | inhibition, % at 7.94 µM | 220,000 tested, 0.2% active | AID 1515, 2009;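 active means inhibition above the campaign mean of all tested compounds plus 3 SD, cut at about 14% in these data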;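 further: plate controls were DMSO wells with RBBP9 for no effect and wells lacking RBBP9 protein for full effect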
# Target sequence (O75884 whole entry, looked up): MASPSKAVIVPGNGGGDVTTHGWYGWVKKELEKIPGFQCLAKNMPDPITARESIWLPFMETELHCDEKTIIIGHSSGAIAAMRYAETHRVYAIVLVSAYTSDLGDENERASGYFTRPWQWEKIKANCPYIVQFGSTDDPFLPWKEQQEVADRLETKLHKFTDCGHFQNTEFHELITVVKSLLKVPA
#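 system = RBBP9 protein | input = RBBP9 at 2.5 µM in dispensed solution, before mixing | measured by = fluorescence polarization (mP), excitation 525 nm, emission 598 nm | incubation = enzyme-compound preincubation 30 min, then probe labeling 45 min, 25 °C | buffer or medium = Tris-NaCl-Pluronic buffer, pH 8.0 | compound = single dose 7.94 µM | also added = FP-Rh probe, 375 nM dispensing solution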
# Starred values were filed as active, the others as inactive; · = not tested or not shown; & = joins results of further samples; [ ] = another dose, or the depositor's remark.
nr	EBV gp42 block	TbHK1 inh	Runt-SMMHC FRET	Calpain2 inh	p97 ATPase inh	Runt-CBFb FRET	p47phox inh	Furin inh	RBBP9 inh	SMILES
1	10	-39	-2	4	-5	2	5	-15	-9	COc1ccc(/C=N/N=C(\N)c2nonc2N)cc1
2	7	-2	-4	-16	1	0	-14	-24[20 µM]	4	C=CCNC(=S)N1CCN(CCN=CC2=C(O)CC(c3cccs3)CC2=O)CC1 (stereo not given)
3	-6	-2	3	1	4	0	-5	-20	-2	O=c1c2ccccc2n2c(-c3cccc(F)c3)nnc2n1Cc1ccccc1
4	-2	-12	1	-15	5	-1	-14	-17	-1	O=C(C(=O)N1CCc2ccccc2C1)c1cn(CC(=O)N2CCCC2)c2ccccc12
5	-9	-36	0	7	8	0	-3	-7	5	N#C/C(=C(/O)C(Cl)(Cl)Cl)c1nc2ccccc2[nH]1
6	-8	5	1	21	2	-1	-14	-20	3	Cc1cccc(CS(=O)(=O)Cc2ccc(C(=O)NCCN3CCCCC3C)o2)c1 (stereo not given)
7	4	8	2	24	-3	0	3	-3	-7	COc1cc2c(cc1OC)CN(C(=O)c1ccco1)CC2
8	-5	-1	4	6	3	2	-5	-18	2	CCOc1ccc(CNC(=O)CCc2cn(C)c3ccccc23)cc1OC
9	-6	2	-3	4	-2	1	-6	-13[20 µM]	-9	Cc1cc(C)n(S(=O)(=O)/C=C/c2ccccc2)n1
10	-12	-3	0	92*	-3	-5	-7	-13	-12	Cn1c(N)c(C(=O)COC(=O)CC2CC3CCC2C3)c(=O)n(C)c1=O (stereo not given)
11	-16	-1	-1	-43	3	-2	-26	-22	-16	Cc1ccc(C)c(-n2nnnc2SCC(=O)c2ccc3c(c2)NC(=O)CO3)c1
12	5	-12	22	14	5	6	-9	2	-6	CCOC(=O)c1sc(NC(=O)c2ccco2)c(C#N)c1C
13	-11	0	-4	22	8	0	2	-17	-1	NC[C@H]1O[C@H](O[C@H]2[C@H](O)[C@@H](O[C@H]3O[C@H](CO)[C@@H](O)[C@H](N)[C@H]3O)[C@H](N)C[C@@H]2N)[C@H](N)C[C@@H]1O
14	-22	-4	-1	-14	3	-1	4	-21	-3	CC(=O)NC1=NN(C(C)=O)C(C)(c2ccccn2)S1 (stereo not given)
15	-4	-2	0	18	-6	-1	-4	-15	-6	COc1ccc(CCNC(=O)C2CCN(S(=O)(=O)N3CCOCC3)CC2)cc1OC
16	·	-9	·	·	2	·	·	-10[20 µM]	-6	Cn1c(=O)c2c(nc(N3CCN(Cc4ccccc4)CC3)n2CC(=O)c2ccccc2)n(C)c1=O
17	-15	-1	-3	12	1	2	-9	-20	-9	CCCc1sc(N)nc1-c1ccc(C)cc1
18	1	0	1	-3	-2	-5	-5	18[20 µM]	-6	CCN(CC)S(=O)(=O)c1csc(C(=O)OCC(=O)c2ccccc2)c1
19	-7	5	1	0	-2	2	3	-15	-5	OCCC1CN(Cc2cc(F)ccc2-n2cccn2)CCN1C1CCCC1 (stereo not given)
20	9	7	-2	3	-2	0	-9	-14	-8	CCOC(=O)C1CCCN(C2CC(=O)N(c3ccccc3)C2=O)C1 (stereo not given)
21	-7	2	14	3	4	46	5	-18	-5	Cc1cccc(N2CCN(C(=S)c3ccc([N+](=O)[O-])cc3)CC2)c1
22	-30	-16	-5	-14	2	0	-34	-11	-7	CN(C)S(=O)(=O)c1cccc(C(=O)N=C2N=C3C=CC(Cl)=CN3Cc3ccccc32)c1
23	-2	-8	-2	-11	-1	-3	-12	-20	-6	CCOC(=O)C1CCN(C(=O)/C(C)=C\c2ccccc2)CC1
24	4	-10	-1	-21	-2	-8	-19	-6	-2	O=C(c1cc(-c2ccc(Cl)cc2)n(-c2ccc(Cl)cc2)n1)N1CCOCC1
25	7	5	-3	-9	-3	-3	7	1	-2	C=CCn1c(SCc2nc(N)nc(N(C)C)n2)nnc1-c1cccnc1
26	41	-13	-15	-34	8	-8	-36	-9	1	O=C1NN(c2ccccc2)C(=O)/C1=C\c1ccc(-c2cc([N+](=O)[O-])ccc2O)o1
27	5	2	-10	-37	-6	-1	-5	-19	-5	CCc1c(C(=O)NC2CCCCC2)[nH]c(C)c1C(C)=O
28	1&-9	-14&-9	4&-3	-24&-29	6&8	26&2	-7&3	-5&-18	4&10	O=C(Cn1c[n+](CC(=O)c2ccc([N+](=O)[O-])cc2)cn1)c1ccc([N+](=O)[O-])cc1
29	-15	5	-3	17	2	-1	-6	-22[20 µM]	-5	Cc1cccc(N(C(=O)c2csnn2)C(C(=O)NC(C)(C)C)c2cccs2)c1 (stereo not given)
30	-1	15	-2	-42	1	4	-30	-10	-4	Cc1cc(C(=O)CSc2nnc(-c3ccco3)o2)c(C)n1-c1ccc2c(c1)OCCO2

# Next section (4 carried over from the part before).
nr	EBV gp42 block	TbHK1 inh	Runt-SMMHC FRET	Calpain2 inh	p97 ATPase inh	Runt-CBFb FRET	p47phox inh	Furin inh	RBBP9 inh	SMILES
27	5	2	-10	-37	-6	-1	-5	-19	-5	CCc1c(C(=O)NC2CCCCC2)[nH]c(C)c1C(C)=O
28	1&-9	-14&-9	4&-3	-24&-29	6&8	26&2	-7&3	-5&-18	4&10	O=C(Cn1c[n+](CC(=O)c2ccc([N+](=O)[O-])cc2)cn1)c1ccc([N+](=O)[O-])cc1
29	-15	5	-3	17	2	-1	-6	-22[20 µM]	-5	Cc1cccc(N(C(=O)c2csnn2)C(C(=O)NC(C)(C)C)c2cccs2)c1 (stereo not given)
30	-1	15	-2	-42	1	4	-30	-10	-4	Cc1cc(C(=O)CSc2nnc(-c3ccco3)o2)c(C)n1-c1ccc2c(c1)OCCO2
31	-16	3	-5	4	0	0	-2	-17[20 µM]	1	O=C(CSc1nnc(-c2ccco2)o1)NC1CC2CCC1C2 (stereo not given)
32	-25	-13	-5	-1	2	2	-13	-8	-3	COc1ccccc1/C=C/C(=O)NCc1ccccn1
33	-6	-9	-1	11	-4	-3	-8	-23[20 µM]	4	CCCCN(CCCC)CCNC(=O)Cc1nc2c(c(=O)[nH]c(=O)n2C)n1C
34	-4	-2	-7	-433	-5	-4	-7	0[20 µM]	-5	COc1ccc(C2Nc3ccccc3C(=O)N2Cc2ccccc2)cc1COc1ccccn1 (stereo not given)
35	-9	4	0	36	-3	-3	1	-9	-5	COc1ccc(C(=O)OCCOc2ccccc2C(C)=O)c(O)c1
36	1	-3	1	22	3	0	12	-17	-1	COc1ccc(C(=O)Nc2cccc(-c3ccc4nncn4n3)c2)cc1
37	-16	4	-4	2	-9	-2	-4	-9	-12	CC(Sc1nncs1)C(=O)NCc1ccc2c(c1)OCO2 (stereo not given)
38	-17	-6	-9	7	2	2	-6	-20	-2	CS(=O)(=O)N1CCN(c2ccccc2[N+](=O)[O-])CC1
39	0	-12	-4	-82	·	2	-2	-23	·	CCOC(=O)c1ccc(NC(=O)c2nc[nH]c2C(=O)NC2CCN(C(=O)OC(C)(C)C)CC2)cc1
40	-6	-9	-3	5	-3	0	-9	-17	-5	CSc1nc(C)c(C(=O)C[n+]2ccccc2C)cc1C#N
41	-1	-2	2	0	6	2	-1	-21	1	O=C(CNC(=O)C1CCCCC1)OCn1nnc2ccccc2c1=O
42	1	-7	22	-15	4	54*	-2	-11	4	CCCCC(=O)NNC(=S)NC(=O)c1ccc([N+](=O)[O-])cc1
43	-1	0	-1	52*	2	1	1	-30	-1	CCCCN(CC)CCNC(=O)CNC(=O)Cn1ccc2ccccc2c1=O
44	-26	2	6	-37	3	0	-26	-21	-2	Cc1cccc2cc(C#N)c(SCC(=O)N3CCC(C)CC3)nc12
45	-4	9	3	-9	2	1	9	-9[20 µM]	-3	OCCNc1nc(N2CCCC2)nc(N2CCCC2)n1
46	-13	-6	-5	-18	4	0	-4	-6[20 µM]	-1	O=C(CCc1nc2ccccc2[nH]c1=O)OCC(=O)c1cccc2ccccc12
47	-4	-95	-2	26	-2	0	-16	-7	2	COc1ccc(OC)c(/C=N/NC(=O)c2cc3c(OC)cc(OC)cc3[nH]2)c1
48	3	16	3	2	3	1	-5	-23	-10	N=c1n(Cc2ccccc2Cl)c2ccccc2n1CC(O)c1ccco1 (stereo not given)
49	-11	-11	-108	-20	0	-32	-4	-5	-10	CC(C)OC(=O)CCCN1C(=O)c2ccc(N)cc2C1=O
50	-7	-8	3	8	4	-1	-2	-11	9	COc1cccc(CNC(=O)C2=Cc3cccc(OC)c3OC2)c1
51	3	-7	-2	2	1	-1	-9	-15	-1	O=C(Nc1cnn(Cc2ccccc2)c1)c1nc2ncccn2n1
52	-11	9	-7	-7	5	-2	-15	-4	3	Cc1ccc(-n2nnnc2SCC(=O)Nc2ccccc2N2CCCCC2)cc1C
53	-11	2	0	-28	-2	0	-3	-18[20 µM]	-6	CCOC(=O)C(C)Sc1ncc(OC)c(=O)[nH]1 (stereo not given)
54	-13	4	0	21	-3	1	-2	-15	-7	Cc1ccc(C)c(S(=O)(=O)N2CCN(CC(=O)Nc3cc(C)on3)CC2)c1
55	-4	2	3	-35	3	2	-13	38*	-5	COC(=O)C1C(=O)/C(=C/N(C)C)C(=O)CC1(C)C (stereo not given)
56	-2	-14	-4	-15	-1	1	-8	-27	-6	CN(CC(CC(=O)O)c1ccccc1)S(=O)(=O)c1ccc(Br)cc1 (stereo not given)
57	-11	32	-10	-63	0	0	-10	-7[20 µM]	-10	CC1Cc2ccccc2N1C(=O)c1cc2sccc2n1Cc1ccccc1 (stereo not given)
58	-20	-8	-4	5	4	0	2	-20[20 µM]	-7	O=C(Nc1ccc(Cl)c(Cl)c1)OCc1cncs1
59	-7	-5	-4	8	-2	0	7	-21	-8	CC(C)CC(=O)N1CCC(O)(CS(=O)(=O)c2ccc(Cl)c(Cl)c2)CC1
60	-2	-23	3	1	6	0	-16	-15	-4	O=C(CCc1ccc(O)cc1)N/N=C/c1coc2ccccc2c1=O
61	-13	-18	2	-296	0	0	-8	-13	5	CCC(=O)Nc1c(-c2ccc(OC)cc2)c(=O)c2ccccc2n1C
62	-15	-1	2	8	1	0	-7	-17	-8	CC(=O)N1CCc2cc(S(=O)(=O)NC(CC(C)C)C(=O)Nc3cc(C(=O)O)ccc3C)ccc21 (stereo not given)
63	0	-3	1	-4	3	0	-10	-21[20 µM]	-9	Clc1ccc(OCCN2CCCCC2)c(Cl)c1
64	-21	-8	-3	7	4	-2	-9	-20[20 µM]	-9	Clc1ccc(Br)cc1-c1nc(-c2ccncc2)no1
65	·	-2	·	·	-3	·	·	12[20 µM]	4	CC(C)=CCCC(C)N(C=O)C(C)CCC=C(C)C (stereo not given)
66	4	-4	0	-13	2	0	5	-11	0	COc1cccc(C2=NOC(C(=O)Nc3ccc4c(c3)OCO4)C2)c1 (stereo not given)
67	5	-6	-6	-31	-7	1	-15	-6[20 µM]	-8	Cc1ccc(Nc2nnc(SCn3nnc4ccccc4c3=O)s2)cc1

# Screening data: PubChem BioAssay, several laboratories
